E-sel inducer: E-selectin induction in HUVECs, primary screen, imaging, HUVEC, immunofluorescence imaging, single point | AID 686992, 2013 | normalized: neutral wells 0, TNF-alpha wells 100 | activation, % at 7.58 µM | 0.37% of 260,000 active | P16581;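 active means mean E-selectin-positive cell signal at least 10% of the positive control, reached in at least 60% of replicates, without over 20% cell loss; inconclusive means no rule given, readout overlaps actives, possibly toxicity-flagged; inactive means the rest, including those meeting only one limit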;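 further: in these data hits start at about 27%; measured in HUVEC primary endothelial cells; signal is the percent of cells scored E-selectin positive by PE staining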
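Test system – human umbilical vein endothelial cells (HUVEC), E-selectin induction · Input – 3,000 HUVEC seeded per well · Buffer or medium – EGM-2, gelatin · Compound dosing – single-point compound dose · Detection – immunofluorescence imaging · Measure – percent E-selectin-positive cells · Controls – TNF-alpha high, DMSO low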
RAD54 branch: inhibitors of human RAD54 branch migration, primary screen, biochemical, fluorescence, single point; 0.14% of 360,000 active; RAD54 Holliday junction branch migration, FAM/BHQ fluorescence; inhibition, % at 10.4 µM; DNA repair and recombination protein RAD54-like (Homo sapiens), Q92698;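 active means mean normalized replicate activity at least 40 and at least half of replicates scoring 40 or more; inconclusive means only one of the two criteria met; inactive means mean below 40 and under half of replicates reaching 40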;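 further: 0% = median of neutral control wells and 100% = median of positive control wells; inhibitors cause a drop in the FAM fluorescence signal; in these data hits start at about 50%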
S100A4 inh HTS: inhibitors of S100A4-myosin IIA peptide binding, primary screen, biochemical, fluorescence polarization, TAMRA-MyoIIA peptide | AID 652163, 2013 | Protein S100-A4 (Homo sapiens), P26447 | 0.14% of 360,000 active | inhibition, % at 10.7 µM;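 active means mean inhibition of at least 70% across replicates, with every replicate also reaching that level; inconclusive means mean inhibition reaches 70% but some replicates fall short; inactive means mean inhibition below 70%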
Target sequence (P26447 whole entry, looked up): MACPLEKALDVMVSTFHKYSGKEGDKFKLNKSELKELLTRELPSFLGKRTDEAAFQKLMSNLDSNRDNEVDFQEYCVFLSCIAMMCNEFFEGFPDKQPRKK
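Material: S100A4 monomer protein | Medium: HEPES pH 7.2 with CaCl2, KCl, NaCl, DTT, Triton | Reagent: Labelled myosin peptide probe, 5 nM | Doses: One dose per compound | Times: 5 min incubation before reading | Benchmarks: Neutral control DMSO, positive control TFP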
RAD52 anneal inh: RAD52 DNA annealing inhibitors, primary screen, biochemical, FRET, single point, set 2 | recombinant RAD52 DNA annealing, FRET fluorescence | AID 651710, 2012 | DNA repair protein RAD52 homolog (Homo sapiens), P43351 | inhibition, % at 18.7 µM | 0.46% of 360,000 active;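 active means every replicate showing at least 50% inhibition; inconclusive means mean inhibition at least 50% but not in every replicate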
Target sequence (P43351 whole entry, looked up): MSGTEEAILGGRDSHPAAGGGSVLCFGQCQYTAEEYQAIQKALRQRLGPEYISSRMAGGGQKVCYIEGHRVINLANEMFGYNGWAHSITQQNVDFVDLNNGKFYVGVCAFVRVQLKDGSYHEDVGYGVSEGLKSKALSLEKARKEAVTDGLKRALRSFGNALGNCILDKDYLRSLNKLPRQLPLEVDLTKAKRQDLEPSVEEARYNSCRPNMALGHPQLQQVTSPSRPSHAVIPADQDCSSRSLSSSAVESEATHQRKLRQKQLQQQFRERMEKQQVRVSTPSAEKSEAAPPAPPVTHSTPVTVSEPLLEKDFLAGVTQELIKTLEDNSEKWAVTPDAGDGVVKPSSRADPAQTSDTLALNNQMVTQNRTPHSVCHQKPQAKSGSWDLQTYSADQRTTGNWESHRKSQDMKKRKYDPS
ERp5 block: inhibitors of ERp5-driven insulin aggregation, primary screen, biochemical, turbidity, absorbance 650 nm, single point; Protein disulfide-isomerase A6 (Homo sapiens), Q15084; 90 min; inhibition, % at 9.99 µM; 0.05% of 350,000 active; AID 651711, 2012;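 active means mean replicate inhibition above about 25%, with every replicate also reaching it, limit read from the data, passing the limit was not always enough; inconclusive means only one of those two criteria met; inactive means neither criterion met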
Target sequence (Q15084 whole entry, looked up): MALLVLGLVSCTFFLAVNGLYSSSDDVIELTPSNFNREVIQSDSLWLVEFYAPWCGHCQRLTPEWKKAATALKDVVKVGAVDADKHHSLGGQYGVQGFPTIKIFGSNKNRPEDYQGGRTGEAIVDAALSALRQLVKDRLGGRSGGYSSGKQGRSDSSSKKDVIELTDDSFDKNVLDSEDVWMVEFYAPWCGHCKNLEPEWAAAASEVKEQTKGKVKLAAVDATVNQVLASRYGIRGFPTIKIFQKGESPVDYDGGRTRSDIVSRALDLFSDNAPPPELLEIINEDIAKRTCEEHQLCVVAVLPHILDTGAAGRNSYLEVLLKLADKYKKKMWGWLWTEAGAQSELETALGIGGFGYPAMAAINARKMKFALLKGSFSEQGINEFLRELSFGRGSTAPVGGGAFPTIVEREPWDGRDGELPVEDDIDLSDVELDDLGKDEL
esBAF inh: Bmi1 luciferase reporter increase in mESCs, primary screen, esBAF inhibitor project, mouse ES cells, Bmi1 luciferase knock-in, single point; 24 h; 100% = twice the neutral-well signal; reporter increase, % at 12.5 µM; 2% of 350,000 active; AID 602393, 2012; in the data active means activation above about 40%; inconclusive means no clear call, values can overlap the other calls;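 further: 0% = median of the plate's neutral control wells and 100% = double that signal; a rise in the Bmi1 reporter signal indicates esBAF inhibition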
ERAP1 inh: human ERAP1 aminopeptidase inhibitors, primary screen, biochemical, single point, plate reader; Endoplasmic reticulum aminopeptidase 1 (Homo sapiens), Q9NZ08; recombinant ERAP1, Leu-AMC fluorescence, 60 min; inhibition, % at 10.7 µM; 0.15% of 340,000 active; AID 652197, 2013;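 active means mean replicate inhibition of at least 30%, or all replicates individually reaching that 30% level; inactive means mean below 30% and not every replicate reaching it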;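 further: 0% = neutral control wells and 100% = L-leucinethiol positive control wells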
Xi reactivation: activators of inactive X chromosome reactivation, primary screen, imaging, XiGFP fibroblasts, GFP high-content imaging, set 2; XiGFP mouse fibroblasts, % GFP-positive cells imaging, 3 d; cells co-treated with 5-aza-dC sensitizer; scaled so ellipticine positive control = 100%; activation, % at 7.58 µM; 0.055% of 360,000 active;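 active means mean normalized replicate activation at least 10% and every replicate at or above 10%; inconclusive means only one of the two criteria met; inactive means mean below 10% and not all replicates reach 10%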;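 further: 0% = median of on-plate neutral control wells and 100% = ellipticine 6 µM median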
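Assay system – SV40-immortalized XiGFP fibroblast cells, line 68-5-11 · Buffer or medium – DMEM supplemented with 5-aza-dC as sensitizing agent · Dosing – one concentration, pinned · Benchmarks – positive control ellipticine, 6 µM final · Times – 3 days compound exposure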
Numbers without * were called inactive; ? = inconclusive; . = no result given; & = joins results of further samples.

SMILES	E-sel inducer	RAD54 branch	S100A4 inh HTS	RAD52 anneal inh	ERp5 block	esBAF inh	ERAP1 inh	Xi reactivation
CCCOc1ccccc1C(=O)Nc1ccc(S(=O)(=O)N2CCN(C)CC2)cc1	0.0	-3	-1	-4	2	-7	0	0.1
O=C(C(=NNc1ccccc1)c1ccccc1)c1ccccc1	-0.1	2	0	-8	6	-7	-1	0.1
O=C1OC(COc2ccc(Br)cc2)CN1c1ccccc1 (configuration not stated)	6.9	.	2	-10	3	.	-3	0.4
COc1ccc(NC(=O)c2ccc(S(=O)(=O)N(C)c3ccccc3)cc2)cn1	0.1	-2	5	-4	2	15	.	-0.2
CCc1nc2ccc(C(=O)Nc3cc(-c4ccccc4)ccc3OC)cn2c1N(C)Cc1nccs1	0.3	-1	5	-257	1	2	6	0.2
CCC(CC)C(=O)N(C)c1c(C)nc2c(OCc3ccccc3C)cccn12	-0.2	10	2	6	-1	5	-4	0.1
COC(=O)c1sc(NC(=S)NC(=O)c2ccc(F)cc2)nc1C	22	.	2	-12	5	.	3	0.0
CNC(=S)NN=C(C)c1ccc(OC)cc1O	0.2	.	1	-10	-6	.	0	2.5
O=C(C[C@H]1CC[C@H](NC(=O)Nc2ccc3c(c2)OCO3)[C@@H](CO)O1)NCc1ccc(Cl)cc1	4.6	-1	0	2	1	4	-2	-0.2
C/C=C/c1ccc([C@@H]2[C@H](CO)N(CC3CC3)C23CN(C(=O)COC)C3)cc1	0.1	.	0	-2	-2	.	-2	0.2
CCCNC(=O)N(C)C[C@@H]1Oc2cc(-c3cccnc3)ccc2S(=O)(=O)N([C@H](C)CO)C[C@@H]1C	-0.1	-4	6	2	-3	0	0	0.1
CC(C)(C)NC(=O)CCSc1nnc(-c2ccco2)o1	7.3	-5	-2	-5	3	12	-5	0.0
O=C(C[C@@H]1C=C[C@@H](NC(=O)c2ccccn2)[C@H](CO)O1)NCc1cccc(F)c1	0.3	-5	-14	1	1	-7	-2	0.1
O=C(Nc1ccccc1)Nc1ccc2c(c1)[C@@H]1C[C@@H](CC(=O)N3CCCCC3)O[C@@H](CO)[C@@H]1O2	0.4	8	25	8	1	6	2	0.3
Cc1ccc(S(=O)(=O)N2CCCCC2)cc1NC(=O)C1CC(=O)N(Cc2ccco2)C1 (configuration not stated)	.	-6	3	-20	1	-2	3	-0.1
COC(=O)c1cccc(NC(=O)c2ccc(OC)c(Cl)c2)c1	-1.5	6	-4	-3	-11	27	2	0.0
O=C(NCc1ccc(F)cc1)c1cc(C2CCCCN2C(=O)OCCF)on1 (configuration not stated)	0.0	-1	43	-2	7	0	5	0.0
CN(Cc1ccccc1)S(=O)(=O)c1ccc2[nH]c(=O)ccc2c1	-0.6	6	0	-2	-12	-1	8	0.1
Cc1[nH]c(=O)[nH]c(=S)c1C(=O)Nc1ccc(Cl)c(Cl)c1	4.0	-9	-9	-7	1	.	1	0.2
Cc1cc(C(=O)Nc2cccc3c2O[C@H](CN(C)CC2CCCCC2)[C@@H](C)CN([C@@H](C)CO)C3=O)n(C)n1	6.4	-5	2	-5	-3	-6	0	0.0
COc1cccc(C(=O)NC2CCN(C(=O)N3c4ccccc4Sc4ccccc43)CC2)c1	.	3	-7	-15	8	3	4	.
O=S(=O)(Nc1ccc(F)cc1)c1ccc(NS(=O)(=O)c2cccs2)cc1	.	2	6	-20	0	-9	-2	.
O=C(O)c1ccc(/C=N/N2CCN(Cc3ccc(Cl)cc3)CC2)cc1	.	.	-17	-15	2	.	11	0.0
C[C@@H]1CN([C@@H](C)CO)C(=O)Cc2cc(NS(=O)(=O)c3ccc(Cl)cc3)ccc2O[C@@H]1CN(C)S(=O)(=O)c1ccc(F)cc1	0.0	-1	-6	2	-8	4	1	-0.9
O=C(N[C@H]1CC[C@H](CC(=O)N2CCc3ccccc3C2)O[C@H]1CO)C1CCC1	-0.2	1	2	-8	1	-3	0	-0.3
SMILES	E-sel inducer	RAD54 branch	S100A4 inh HTS	RAD52 anneal inh	ERp5 block	esBAF inh	ERAP1 inh	Xi reactivation
Cc1noc(C)c1NC(=O)N(C)C[C@@H]1Oc2ncc(Br)cc2C(=O)N([C@@H](C)CO)C[C@@H]1C	13&0.0	0&-2	11&1	-9&-5	3&0	-2&-1	0	-0.1&-0.2
O=C(NCCn1cccn1)C1CCC(=O)N(CC2CCCCC2)C1 (configuration not stated)	0.0	-10	7	-4	9	.	-1	-0.2
CCC(C)NC(=O)CN1C(=O)NC2(CCc3ccccc3C2)C1=O (configuration not stated)	0.3	.	-2	-7	1	.	0	-0.2
CCc1ccc(NC(=O)CSc2nnnn2-c2cccnc2)cc1	-0.8	3	0	0	-7	3	-2	0.0
CCN1CCCc2cc(CN(CCN3CCOCC3)C(=S)Nc3cccc(C)c3)ccc21	-0.1	3	-4	-11	5	2	2	-0.1
CCCCC(=O)N(Cc1nc2sc(C)c(C)c2c(=O)[nH]1)C1CCCC1	0.1	.	0	-1	-6	.	2	0.0
COC(=O)/C=C/c1ccccc1CN1[C@@H](CC(=O)OC)c2ccccc2S1(=O)=O	-0.1	-1	-1	0	3	-3	2	-0.2
Cc1ccnc(SCC(=O)N2CCc3ccccc32)n1	0.0	11	1	4	1	56*	2	0.0
COc1ccc(S(=O)(=O)N2CCCCC2)cc1NC(=O)Cn1cnc2c1c(=O)n(C)c(=O)n2C	-1.7	-4	-6	-31	-1	3	1	1.8
O=c1[nH]snc1-c1c(Cl)cccc1Cl	.	3	-1	-7	3	2	9	.
CC1=NN(c2ccccc2)C(c2ccco2)C1 (configuration not stated)	0.1	8	1	-10	4	0	1	0.2
O=C(C[C@@H]1C=C[C@@H](NS(=O)(=O)c2ccc(F)cc2)[C@@H](CO)O1)NC1CCCCC1	0.5	-4	9	-1	2	0	1	0.5
COc1ccc(N2C(=O)Cc3ccccc3C2=O)cc1	.	-3	-3	-10	5	-6	2	0.0
CO[C@H](CN(C)Cc1cc(F)ccc1F)[C@H](C)CN([C@@H](C)CO)S(=O)(=O)c1ccc(Cl)cc1	-0.1	-4	-13	-12	1	2	0	0.0
O=C(NC1CCN(S(=O)(=O)c2cccc(F)c2)CC1)c1ccc(F)cc1	.	4	-4	-5	2	-2	-1	0.1
C[C@@H]1CN([C@H](C)CO)C(=O)c2cc(-c3ccccc3F)cnc2O[C@H]1CN(C)C	?	6	1	1	-2	-5	-5	-0.2
CC(=O)Nc1sc(N/N=C/c2ccc(C)cc2)nc1-c1ccc(C)cc1	.	.	0	-15	1	.	.	-0.1
CCCN1CCN(CCCNC(=O)Cn2cc3c(n2)CCCC3)CC1	1.0	1	-1	0	-9	-5	.	0.6
O=C(NCc1nnc(SCC(=O)N2CCOCC2)o1)c1c(F)cccc1Cl	.	1	-4	-28	3	-2	2	0.0
CCC(=O)N[C@H]1C=C[C@H](CC(=O)NCCN2CCCCC2)O[C@H]1CO	-0.4	0	-10	-1	5	7	3	-0.2
COc1ccc(-n2c(SC(C)C(=O)Nc3ccc(NC(C)=O)cc3)nc3ccccc3c2=O)cc1OC (configuration not stated)	-0.1	.	9	-8	1	.	-1	0.2
CCOC(=O)c1nn(-c2ccc([N+](=O)[O-])cc2)cc1O	0.1	2	-1	-8	2	27	-1	0.0
CCOc1c(C)cnc2c1c(=O)n(CC(=O)NCC1CCCO1)c(=O)n2C (configuration not stated)	.	-6	-1	-4	-3	-2	1	-0.1
COc1ccccc1NC(=O)N[C@H]1CC[C@H](CCNS(=O)(=O)c2ccccc2)O[C@H]1CO	-0.3	7	2	3	-2	-5	.	0.0
CCCNC(=O)Nc1ccc2c(c1)OC[C@H](C)N(Cc1cncnc1)C[C@@H](C)[C@@H](OC)CN(C)C2=O	0.1	-3	3	-14	6	2	-1	0.5
SMILES	E-sel inducer	RAD54 branch	S100A4 inh HTS	RAD52 anneal inh	ERp5 block	esBAF inh	ERAP1 inh	Xi reactivation
O=c1c2ccccc2[nH]c(=S)n1CCN1CCc2ccccc2C1	-1.2	.	0	0	3	.	.	0.0
CCn1c(=O)cc(OCC(=O)NCc2cccs2)c2ccccc21	.	.	-8	-20	3	.	-7	0.0
Nc1nc(Nc2cccc(Cl)c2)nc(NCCO)c1[N+](=O)[O-]	0.7	5	-1	-17	1	.	0	0.0
CSc1nc(=O)n(CCC#N)nc1SC	-0.2	.	12	-8	-3	.	7	0.1
COc1ccc(S(=O)(=O)Nc2cccc3c2O[C@@H](CN(C)C(=O)Nc2ccccc2)[C@H](C)CN([C@H](C)CO)C3=O)cc1	0.3	0	14	3	0	-2	-1	-0.3
O=C(CN(C(=O)c1ccccc1Cl)N1C(=O)CCCC1=O)c1ccc(Cl)cc1	0.5	.	1	1	2	1	2	-0.1
CC(C)=C1C2CCC1C1C(=O)N(c3ccc(C)c(C)c3)C(=O)C21 (configuration not stated)	1.1	.	-11	4	-2	.	-5	0.5
CCN(CC)S(=O)(=O)c1ccc(N/N=C/c2ccccc2OCC(=O)O)c([N+](=O)[O-])c1	.	3	-1	-13	-4	1	2	0.0
COc1cccc(SCc2noc(C(=O)NCc3ccccc3)c2C(=O)NCc2ccccc2)c1	0.1	-2	-2	-2	-2	-5	0	0.0
O=C(C[C@H]1C[C@@H]2c3cc(NC(=O)Nc4ccccc4F)ccc3O[C@@H]2[C@H](CO)O1)NCc1cc(F)ccc1F	0.1	-1	-6	3	1	4	0	-0.1
CO[C@H]1CN(C)C(=O)c2cc(NC(C)=O)ccc2OC[C@H](C)N(C(=O)c2ccccc2)C[C@@H]1C	-0.2	1	-7	1	-2	5	-1	0.7
CCN1C(=O)[C@@H]2[C@H](C1=O)[C@@H]1C(=O)Nc3ccccc3C(=O)N1[C@@H]2c1ccc(OC)cc1	0.0	10	-3	-24	-3	-5	-4	-0.7
C(=N\N1CCN(c2ccccn2)CC1)/C1=C(N2CCOCC2)C(=C/c2ccccc2)/CC1	.	6	-6	-9	-4	-10	-1	0.0
COC(=O)C1C(c2ccc(OC)cc2)NC(=O)NC1(O)C(F)(F)Cl (configuration not stated)	.	-5	-5	-9	5	-9	0	0.0
CC(=O)c1c(C)[nH]c(C(=O)OCc2ccccc2F)c1C	.	.	1	-19	-9	.	7	0.0
O=C(CNC(=O)c1ccccc1Cl)N/N=C/c1ccc([N+](=O)[O-])s1	-0.9	.	4	-26	-1	.	2	0.1
Cc1cccc(NC(=O)CSc2nnc3ccc(-c4cccnc4)nn23)c1	.	0	0	-24	-8	3	6	0.0
COc1cccc(CNCc2cccc(OC)c2O)c1O	?	.	-8	-11	-1	.	-2	-0.1
CCCC(=O)N(c1ccc2oc(C)c(C(C)=O)c2c1)S(=O)(=O)c1ccc(C(=O)O)cc1	.	19	-2	-5	3	2	4	0.2

Screens as filed in PubChem.
